Screening results as filed in PubChem.
APJ ag: activates the human apelin receptor APJ | P35414 | CHO-K1 APJ PathHunter beta-arrestin, luminescence; 0% DMSO wells, 100% apelin | activation, % at 20 µM | 330,000 tested, 0.11% active;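 active = activation more than six SD over the plate average, tested at 20 µM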;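 note: 0% = DMSO alone and 100% = apelin-13 at 10 nM; some results filed as inactive read as strong as hits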
Target sequence (P35414 whole entry, looked up): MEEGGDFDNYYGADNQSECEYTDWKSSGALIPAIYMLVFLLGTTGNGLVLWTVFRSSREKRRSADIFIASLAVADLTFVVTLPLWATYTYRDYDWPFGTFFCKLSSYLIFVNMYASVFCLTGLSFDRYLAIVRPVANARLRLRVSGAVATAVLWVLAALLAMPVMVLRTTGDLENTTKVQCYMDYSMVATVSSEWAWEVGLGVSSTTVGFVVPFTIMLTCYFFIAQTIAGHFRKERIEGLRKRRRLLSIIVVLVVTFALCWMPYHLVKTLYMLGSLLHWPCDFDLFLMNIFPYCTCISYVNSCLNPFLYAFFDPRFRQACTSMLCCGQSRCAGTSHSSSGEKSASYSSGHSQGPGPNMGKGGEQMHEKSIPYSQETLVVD
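Material: engineered CHO-K1 APJ arrestin reporter cells; amount: 1000 CHO-K1 reporter cells seeded per well; incubation: compound stimulation 90 min at 25 °C, detection 60 min; signal: luminescent beta-gal fragment complementation, chemiluminescent substrate; read-out basis: APJ agonist activity; controls: DMSO-only wells as negative, 10 nM Apelin-13 as positive control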
MPTP inh: inhibitors of mitochondrial permeability transition pore | 360,000 tested, 1.4% active | isolated mouse mitochondria, Ca2+ swelling absorbance, 30 min | AID 602449 | inhibition, % at 10 µM;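 active = inhibition of 50% or more, scaled per plate between neutral and stimulator controls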;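 note: 0% = DMSO wells given calcium and 100% = 1 mM EGTA wells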
MIN6 prolif: induces beta-cell replication in MIN6 cells | MIN6 cells proliferation, ATPlite luminescence, 48 h; cells starved in 0.2% serum; 100% = growth in 10% serum | proliferation, % at 10 µM | 330,000 tested, 0.29% active;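 active = compounds whose signal lies at least 3.5 SD above the mean of all wells on their plate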;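 note: 0% = DMSO-treated cells in low-serum medium and 100% = 10% serum control; some compounds called inactive have numbers as strong as hits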
tim23-1 inh: growth inhibitors of tim23-1 mutant yeast; 330,000 tested, 1.3% active; AID 463212; S. cerevisiae tim23-1 growth, BacTiter-Glo luminescence, 24 h; inhibition, % at 20 µM;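 active = growth inhibition of the mutant yeast at or above 50%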;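 note: temperature-sensitive mutant grown at 25 °C; plate controls were DMSO-treated mutant yeast for no effect and medium wells lacking yeast for full effect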
tim10-1 inh: growth inhibitors of tim10-1 mutant yeast; S. cerevisiae tim10-1 ts strain growth, BacTiter-Glo, 24 h; inhibition, % at 20 µM; 330,000 tested, 2.2% active;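 active = inhibition of at least 40%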;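 note: mutant grown at 25 °C; 0% = DMSO wells with yeast and 100% = wells holding no yeast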
NALP3 yeast inh: blocks the NALP3 inflammasome reconstituted in yeast; 330,000 tested, 0.39% active; Yeast reconstituted NLRP3/ASC/caspase-1, beta-gal luminescence, 24 h; inhibition, % at 10 µM;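 active = inhibition of 50% or more; inactive = inhibition below 50%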;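 note: plate controls were induced DMSO wells for no effect and uninduced yeast grown without galactose for full effect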
GRIN3A LBD mod: NR3A (human) ligand-binding domain modulation; Tm shift relative to glycine control, % at 25 µM; 340,000 tested, 2.5% active; NR3A LBD differential scanning fluorimetry, Tm shift; 0% = protein alone, 100% = glycine-bound protein;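 active = melting temperature shift of at least 10% of the positive control shift, at one fixed dose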
TIM10 inh: inhibits growth of TIM10 yeast strain | S. cerevisiae TIM10 strain growth, BacTiter-Glo luminescence, 24 h | inhibition, % at 10 µM | 330,000 tested, 1.4% active | AID 463195;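 active = inhibition of 40% or more at the single tested concentration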;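 note: wild-type TIM10 isogenic control strain grown at permissive 25 °C; 0% = DMSO yeast wells and 100% = minimal medium wells without yeast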
APJ antagonist: APJ receptor antagonism | 330,000 tested, 0.32% active | P35414 | AID 2521 | CHO-K1 APJ beta-arrestin complementation, luminescence | inhibition, % at 20 µM;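 active = inhibition above about 40% at 20 µM, limit read from the data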;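 note: cells challenged with 10 nM apelin-13 agonist together with compound; plate controls were apelin-13 plus DMSO wells for no effect and DMSO wells lacking apelin-13 for full effect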
* = called active by the depositor; x = not tested or not shown; & = joins results of further samples.

The opening 3 compounds (preview)
SMILES	APJ ag	MPTP inh	MIN6 prolif	tim23-1 inh	tim10-1 inh	NALP3 yeast inh	GRIN3A LBD mod	TIM10 inh	APJ antagonist
CCc1ccccc1Nc1nc(N)nc(COC(=O)c2c(C)noc2C)n1	-1	1.3	-3	29	14	-8	0	5	-7
COc1ccc(-c2nc3c(Br)c(N)c(Br)cc3o2)cc1	-2	1.1	3	2	17	1	-12	10	-13
COc1ccc(C2CC(c3cccs3)=NN2C(=O)CSc2nc3ccccc3o2)cc1 (stereo unspecified)	2	0.9	0	20	31	-4	0	8	-1

Results (from the top)
SMILES	APJ ag	MPTP inh	MIN6 prolif	tim23-1 inh	tim10-1 inh	NALP3 yeast inh	GRIN3A LBD mod	TIM10 inh	APJ antagonist
CCc1ccccc1Nc1nc(N)nc(COC(=O)c2c(C)noc2C)n1	-1	1.3	-3	29	14	-8	0	5	-7
COc1ccc(-c2nc3c(Br)c(N)c(Br)cc3o2)cc1	-2	1.1	3	2	17	1	-12	10	-13
COc1ccc(C2CC(c3cccs3)=NN2C(=O)CSc2nc3ccccc3o2)cc1 (stereo unspecified)	2	0.9	0	20	31	-4	0	8	-1
CCC1CCCCN1S(=O)(=O)c1ccc(S(=O)(=O)N(Cc2cccs2)C2CC2)cc1 (stereo unspecified)	1	2.9	-2	-7	-7	4	-2	-16	10
Cc1cc(=O)n2c3c(sc2n1)C(=O)N(Cc1ccccc1)C3=O	-3	x	3	29	40*	15	x	21	7
Cc1ccccc1OCc1n(CC(=O)OC2CC(C)CCC2C(C)C)c2ccccc2[n+]1C (stereo unspecified)	-7	7.6&6.4	-5	13	29	14	-9&-3	2	-3
CCC(=NNC(=O)c1ccc2c(c1)nc(C)n2CC)c1cc(F)ccc1O	0	-0.2	-6	25	-29	14	0	-33	-16
CCC(=O)Nc1sc2c(c1C(N)=O)CCN(Cc1ccccc1)C2	-2	-3.1	5	9	8	21	1	8	-26
COC(=O)[C@]1(C)N[C@H](CN(C)C(=O)c2ccc(C(C)(C)C)cc2)[C@@H]2C(=O)N(C)C(=O)[C@@H]21	-2	-0.5	-2	15	-1	4	1	3	1
Cc1ccc(NC(=O)Nc2c(C)n(C)n(-c3ccccc3)c2=O)cc1C	-1	-0.1	2	0	-5	5	-1	9	-13
O=C(O)C(Cc1c[nH]c2ccccc12)N1Cc2ccccc2C1=O (stereo unspecified)	-1	-0.4	-2	14	11	12	0	4	9
CCOc1ccc2cc(S(=O)(=O)N3CCN(C)CC3)ccc2c1	-6	0.5	0	3	9	17	1	-7	-3
Cc1nn(Cc2ccc(C(=O)N3N=C(C(F)F)CC3(O)C(F)F)o2)c(C)c1[N+](=O)[O-] (stereo unspecified)	-3	1.8	0	10	-2	11	-3	2	-5
COc1ccc(CNC(=O)c2c(O)c3ccccc3n(C)c2=O)cc1OC	-1	-4.9	5	-3	-17	-9	0	2	1
O=C(CCCN1CCc2[nH]c3ccc(F)cc3c2C1)c1ccc(F)cc1	-4	1.1	-6	28	-9	34	x	15	3
Clc1ccc2nc(CN3CCCCC3)cn2c1	3	-0.1	-2	2	-20	8	9	-4	20
C=CCn1c(Cc2ccccc2)nc2c(cnn2-c2ccccc2)c1=O	-3	0.7	-2	40	28	17	0	-10	-17
COc1ccc(CCNC(=O)CN(C)S(=O)(=O)c2ccc3c(c2)CCC(=O)N3)cc1OC	-4	0.2	1	10	-7	16	1	-2	10
CN(Cc1nc(-c2cccnc2)no1)S(=O)(=O)c1ccc(Br)cc1	-3	1.9	2	-2	24	6	0	-7	24
Cc1cc(S(=O)(=O)NCc2cccs2)ccc1-n1cnnn1	-11	-1.1	2	20	10	20	-3	7	-4
CC(C)NC(=O)c1onc(CSc2ccc(F)cc2)c1C(=O)NC(C)C	-3	-0.2	-4	21	11	27	-1	7	15
COc1cc(NC(=S)N2c3ccccc3CC2C)cc(OC)c1 (stereo unspecified)	5	-0.3	-1	32	37	16	1	19	20
CN(CCCNC(=O)Cn1cccc1C(=O)c1ccccc1)C1CCCCC1	-4	0.0	-1	5	7	-2	-1	12	-1
CCCCSCCCNC(=O)C1CCC(CNS(=O)(=O)c2ccc(NC(C)=O)cc2)CC1 (stereo unspecified)	-1	-0.5	-1	7	2	-8	0	-20	3
Cc1ccc(CN2CCN(c3ccccn3)CC2)s1	-1	-0.8	-2	18	7	13	-1	5	5
(list continues)
SMILES	APJ ag	MPTP inh	MIN6 prolif	tim23-1 inh	tim10-1 inh	NALP3 yeast inh	GRIN3A LBD mod	TIM10 inh	APJ antagonist
COC(=O)c1ccc2c(=O)[nH]c(CSc3nc(-c4ccc(F)cc4)cs3)nc2c1	-2	2.9	0	6	9	5	2	6	5
Cc1occc1C(=O)N=Nc1c(O)n(C)c2ccccc12	-3	0.3	-1	4	6	36	-3	26	3
C=CCN1C(=O)c2ccc(C(=O)N3CCN(S(=O)(=O)c4cccc([N+](=O)[O-])c4)CC3)cc2C1=O	7	-2.1	-3	6	0	3	1	6	-4
COc1cccc(/C=C/C(=O)NCCc2ccc3c(c2)OCCO3)c1	-3	1.3	1	34	-7	6	-1	8	6
CCCc1nn2c(=O)cc(CSCC(=O)Nc3nnc(C(C)C)s3)nc2s1	-2	-1.4	-2	2	7	18	-4	-4	-11
CC(=O)Oc1ccc(N(C(C)=O)S(=O)(=O)c2cccs2)cc1	1	-1.6	1	13	28	-3	0	-8	-5
COc1cccc(C2CC(=O)Nc3cc(OC)c(OC)cc32)c1 (stereo unspecified)	-2	0.5	-1	11	7	-2	0	-5	5
Cc1nn(-c2ccccc2)c(C)c1NC(=O)COC(=O)C1CC(=O)N(CCc2ccccc2)C1 (stereo unspecified)	-5	-1.2	2	12	7	7	1	7	14
COc1ccc(N2CCN(C(=O)CCCOc3cc(=O)n(C)c4ccccc34)CC2)cc1	-8	9.1	2	23	22	3	-1	21	40
CCNC(=S)N/N=C/c1cn(Cc2ccc(F)cc2)c2ccccc12	-4	7.7	-5	40	32	20	-1	43*	10
O=C(CCCCCn1c(=S)[nH]c2ccccc2c1=O)NCc1ccc2c(c1)OCO2	-1	5.2	3	-23	6	3	-1	-17	1
CC1CCN(CCCNC(=O)COc2cc(=O)n(C)c3ccccc23)CC1	-4	-0.6	-1	1	10	6	-1	-24	11
CCCCC1=CC2=CC(=O)C(C)(OC(=O)c3ccc(Cl)nc3)C(=O)C2=CO1 (stereo unspecified)	11	x	-1	16	8	3	x	0	-77
CN(C)C1=NCCN1CCC1CCCC1	6	0.6	-1	12	-5	20	2	2	12
CC1(C)CC(=O)C2=C(C1)N(Cc1cccnc1)C(=O)C2(NC(=O)c1ccc(F)cc1)C(F)(F)F (stereo unspecified)	1	-0.3	0	8	8	19	4	8	-4
COc1ccc(/C=C/C(=O)c2cc(F)ccc2OC(=O)c2ccccc2)cc1OC	0	-0.3	-5	48	52*	14	-6	48*	1
Cc1ccc(CS(=O)Cc2ccc(C(=O)N3CCN(C4CCCCC4)CC3)o2)cc1 (stereo unspecified)	-4	-0.3	-2	-1	-16	9	-3	1	2
CN1CCN(C(=S)NC(=O)/C=C/c2ccccc2Cl)CC1	-2	-2.2	0	1	0	5	-3	4	0
Cc1nc(-c2cccnc2)sc1C(=O)Nc1cccc(C(F)(F)F)c1	0	17	-4	22	43*	6	1	31	5
CCOC(=O)CSc1nnc(-c2cc(OC)c(OC)c(OC)c2)o1	-2	0.9	-1	16	4	10	-9	10	-9
O=C(NC1CC2CCC1C2)C1CCN(S(=O)(=O)c2ccc(-c3nn[nH]n3)cc2)CC1 (stereo unspecified)	-3	0.5	-1	0	3	5	5	-6	12
CC(C)CCn1nnnc1C(c1ccc(F)cc1)N1CCC(C(N)=O)CC1 (stereo unspecified)	-1	-0.4	1	10	10	7	0	1	-2
Cn1cc(CN2CCCCC2C(=O)Nc2ccc(-n3cccn3)cc2)cn1 (stereo unspecified)	-2	1.0	7	12	-12	5	-1	-2	5
COc1ccc(C(c2c(N)[nH]c(=S)[nH]c2=O)c2c(N)[nH]c(=S)[nH]c2=O)cc1	-3	-0.6	-2	13	-2	17	-1	4	2
CC(=O)c1cccc(NC(=O)C2CCN(C(=O)c3ccc([N+](=O)[O-])cc3)CC2)c1	0	-1.0	-1	12	13	8	-1	-7	-6
More structures follow:
SMILES	APJ ag	MPTP inh	MIN6 prolif	tim23-1 inh	tim10-1 inh	NALP3 yeast inh	GRIN3A LBD mod	TIM10 inh	APJ antagonist
Cc1cc(Cl)ccc1NC(=O)CCC(=O)N/N=C/c1cc([N+](=O)[O-])ccc1O	-8	17	-3	-18	2	14	1	-14	24
COc1ccc(Br)cc1C(=O)Nc1ccccc1-c1ccccc1	-3	7.1	2	21	20	30	-2	25	-16
O=S(=O)(Nc1ccc(S(=O)(=O)N2CCCC2)cc1)c1ccccc1Br	0	-1.7	-3	15	21	12	1	10	16
CC(=O)N1CCSc2ccc(S(=O)(=O)NCc3ccc(F)cc3)cc21	0	-0.2	4	-1	9	2	0	1	-10
COc1ccc(OC)c(C2C(C(=O)Nc3nc4ccccc4s3)=C(C)NC3=C2C(=O)CCC3)c1 (stereo unspecified)	0	-2.1	-3	22	20	9	0	-3	-4
O=C(Cn1cc(CNC(=O)C2CCCCC2)nn1)Nc1cc(C(F)(F)F)ccc1Cl	1	-1.8	-3	18	8	-6	-10	0	8
Cc1ccccc1NC(=O)c1ccc2c(O)c(S(=O)(=O)c3ccccc3)c(=O)[nH]c2c1	9	-2.2	-4	6	17	-6	3	20	9
COc1ccccc1C1=NOC(Cn2c(NCCOCCO)nc3c2c(=O)n(C)c(=O)n3C)C1 (stereo unspecified)	4	-1.1	0	7	0	19	2	-18	0
NC(=O)C1CCN(C(=O)c2cccc3ccccc23)CC1	-5	-1.0	0	-1	-11	22	-1	3	19
CCOc1ccccc1C(=S)NC1CCCCC1	-2	1.3	0	28	18	-4	0	5	6
COc1ccccc1C(CNC(=O)c1cc(S(=O)(=O)N2CCOCC2)ccc1C)N1CCCC1 (stereo unspecified)	-2	-2.5	6	8	6	16	3	-1	5
CCOC(=O)C(=O)NC12CC3CC(CC(C3)C1)C2	-1	6.1	3	8	23	-7	11*	8	4
CN(CC(=O)Nc1ccccc1Br)C(=O)CNC(=O)C1CCCCC1	-2	3.5	-1	-8	14	8	0	2	-2
Cc1nc2ccsc2c(=O)n1-c1cccc(Cl)c1	4	0.6	-2	1	0	25	-2	10	-2
O=C(Cn1cc(C(F)(F)F)ccc1=O)N1CCN(S(=O)(=O)c2ccc(Cl)cc2)CC1	5	2.0	0	12	6	-8	0	0	12
COc1ccccc1-c1cc(N)n(S(=O)(=O)c2cccc3nsnc23)n1	1	0.0	-3	18	1	-2	-8	3	-4
Cc1ccc(/C=N/NC(=O)c2sccc2OCc2ccc(F)cc2)cc1	-6	0.0	-1	-10	0	18	1	0	0
CC(=O)N/N=C(\C)c1ccc(Br)cc1Br	-2	-4.6	-3	6	13	25	0	10	0
CC1CCc2sc(C(=O)N/N=C/C3CCCCC3)cc2C1 (stereo unspecified)	1	8.2	-3	36	18	6	-31	5	6
CCCCCCCCC(=O)NCCOc1ccccc1	7	2.4	1	28	30	34	-2	0	12
Cc1cc(Br)ccc1N=C1NC(=O)CS1	2	-1.7	1	5	0	23	1	-5	14
O=C(Nc1ccc(Br)cc1)c1cccc(N2C(=O)CCC2=O)c1	9	-1.5	-1	2	-11	8	14*	-3	-13
CCCCC(CC)COC(=O)CCCCC(=O)OCC(CC)CCCC (stereo unspecified)	-3	-0.5	0	8	14	14	0	-5	9
COC(=O)c1ccccc1NC(=O)c1cc2sccc2n1C	-8	1.1	0	34	28	-10	-2	14	-2
